ERK EGF inh: EGF-driven ERK pathway inhibition; HEK293-V1b, EGF-stimulated phospho-ERK AlphaScreen; Potency, µM (top dose mostly 11.5 µM), inactives show at the top dose activity change, negative = inhibition, actives largely listed as inhibitors; 0.41% of 130,000 active; AID 1454; active = well fitted inhibition curve with a large enough effect; inconclusive = small, poorly fitted or top-dose-only effect, or effect the other way;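 note: plate controls were stimulated vehicle wells for no effect and unstimulated vehicle basal for full effect; nearly all actives have a fitted effect of over 55% in size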
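Compounds are titrated over HEK293-V1b cells kept overnight in 1% FBS. After 30 min at 37C, EGF (25 nM final) triggers ERK phosphorylation for 5 min, measured by AlphaScreen in lysates.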
* hit, by the source's call; ? = inconclusive; [ ] = another dose, or the depositor's remark. Potency is the fitted concentration of half-maximal effect.

compound | ERK EGF inh
Cc1cc(NC(=O)CSc2nc(-c3ccccc3)nc3c2c(=O)n(C)c(=O)n3C)no1 | -6.0%[57.5 µM]
O=C1NC(=O)C2C1C(c1ccc([N+](=O)[O-])cc1)=NN2Cc1ccccc1 (configuration not stated) | -1.3%
Cn1cnnc1SCC(=O)Nc1nc(-c2ccccc2)cs1 | -3.3%
COc1ccc(-c2ccc(C(=O)O)c(=O)[nH]2)cc1 | 35.2%
Cc1cccn2cc(CCNS(=O)(=O)c3ccc([N+](=O)[O-])cc3)nc12 | -4.9%
O=C(CSc1nnc(-c2ccccc2)c(-c2ccccc2)n1)NCc1ccco1 | -6.1%
O=S(=O)(c1ccccc1)N1CCN(C(=S)Nc2ccc(F)cc2)CC1 | 1.7%
CCN(CC)S(=O)(=O)c1cc(NC(=O)CSc2nc3c(cc2C#N)C(=O)CC(C)(C)C3)ccc1C | 0.9%
COc1ccccc1NC(=O)CC(c1ccc(OC(C)C)cc1)c1ccccc1OC (configuration not stated) | 4.0%
O=C(Nc1ccccc1)ON=C1CCCC1 | 0.0%
CCn1ccnc1CN(C)Cc1cn(-c2cc(C)ccc2C)nc1-c1ccccc1 | 4.9%[57.5 µM]
Cc1nn(-c2ccccc2)c(C)c1/C=N/Nc1nc2ccccc2[nH]1 | 10.2%
COc1ccc([N+](=O)[O-])cc1NC(=O)CCN1CCN(CCO)CC1 | 1.1%
Cc1ccc(N2CCC(N3CCN(C4CCCCC4)C(CCO)C3)CC2)cc1 (configuration not stated) | -3.6%[57.5 µM]
CCOC(=O)N1CCC(NC(=O)c2cc(C(=O)NC3CCN(Cc4ccccc4)CC3)ccc2CO)CC1 | 4.4%
COc1cc(C(=O)OC2CC[C@]3(C)C4CCC5[C@]6(O)CC(O)[C@]7(O)C(CN8CC(C)CCC8[C@]7(C)O)[C@]6(O)C[C@@]53O[C@]24O)cc(OC)c1OC (some centres not stated) | 34.8%
COCCNC(=O)CCC(=O)NNc1nc2ccccc2c2nc(-c3ccccc3)nn12 | 9.9%
COCCCN(C(=S)Nc1ccc(OC)cc1)C(C)c1ccncc1 (configuration not stated) | -2.2%
Cc1ccc(-c2ccc(S(=O)(=O)NCC3CCCO3)cc2)cc1 (configuration not stated) | 6.2%
CC(=O)N1CSCC1C(=O)NNS(=O)(=O)c1ccccc1 (configuration not stated) | 6.9%[57.5 µM]
O=C(NC(=S)Nc1nc2ccccc2s1)c1ccco1 | 10.5%
O=C(N/N=C/c1ccc(OC(=O)c2ccccc2)c([N+](=O)[O-])c1)c1ccc(O)cc1 | 0.9%
Cc1ccc(NC(=O)CN(C)C(=O)CCOc2ccccc2C)cc1 | 2.5%
CCN(C=NC1=NN(c2cccc(C(F)(F)F)c2)CC1)CC | -6.0%
CSc1nc(C)c(C(=O)C[n+]2ccccc2)cc1C#N | 2.4%[57.5 µM]
Cc1ccc2[nH]c(-c3ccccc3)c(CN3CCCC3)c(=O)c2c1 | -18.2%
CC(C)(CO)Nc1nc(Cl)nc(NC2CCCCC2)n1 | 9.3%[57.5 µM]
CCCCCCCCOC(=O)C[N+](C)(C)C/C=C(/C)Cl | -7.7%
CCC(=O)N(c1ccc(C(=O)O)cc1)c1nc(-c2ccc(OC)cc2)c(C)s1 | -1.8%
CC(C)n1cnc2c(Nc3cccc(Cl)c3)nc(NCCCO)nc21 | ?
O=C(NCN1C(=O)C2C3C=CC(C3)C2C1=O)Nc1nncs1 (configuration not stated) | -3.4%
Cc1nn(C(C)C(=O)c2cccc(Cl)c2)c(C)c1[N+](=O)[O-] (configuration not stated) | -4.6%
CCOC(=O)COc1ccc(S(=O)(=O)N2CCN(c3ccccc3)CC2)cc1 | 13.2%
COc1ccc(S(=O)(=O)N2CCCCC2)cc1NC(=S)Nc1cccc(Cl)c1C | 2.8%
ONC(=Nc1cccc(C(F)(F)F)c1)c1cccnc1 | 4.0%[57.5 µM]
Cc1c(-c2ccc(F)cc2)[n+](=O)c2c(n1[O-])CCCCC2 | -3.2%

Random excerpt: two compounds from above, in no set order.
compound | ERK EGF inh
CCCCCCCCOC(=O)C[N+](C)(C)C/C=C(/C)Cl | -7.7%
COc1ccc(S(=O)(=O)N2CCCCC2)cc1NC(=S)Nc1cccc(Cl)c1C | 2.8%

(list continues)
compound | ERK EGF inh
COc1cccc(NC(=O)N2CCCc3ccccc32)c1 | ?
O=C(Cn1cc2c(n1)CCCC2)NCc1cccnc1 | 5.4%
COc1ccc(C2=NN(C(=O)CSc3nc4ncc(Cl)cc4[nH]3)C(c3ccco3)C2)cc1 (configuration not stated) | -5.8%
CC(=O)C(=Cc1cn(-c2ccccc2)nc1-c1ccccc1)C(C)=O | -6.3%
O=C(CN1C(=O)NC2(CCCC2)C1=O)N1CCN(S(=O)(=O)c2ccc(Cl)cc2)CC1 | -0.6%
COc1ccc(CCNC(=O)CN2C(=O)c3ccccc3S2(=O)=O)cc1 | 5.2%
O=C(N/N=C/c1ccccn1)C(O)c1ccccc1 (configuration not stated) | -2.0%[57.5 µM]
CC1CCN(CC(=O)Nc2ccc(Br)cc2[N+](=O)[O-])CC1 | ?
COc1ccc([N+](=O)[O-])cc1NC(=O)c1ccccc1SC | 0.1%
Cc1nc2c(-c3ccccc3)c(C)nn2c(SCC(N)=O)c1Cc1ccccc1 | 3.9%[57.5 µM]
COc1ccc(CCN2CC(C(=O)NCCc3ccccc3)CC2=O)cc1OC (configuration not stated) | -6.5%
COc1ccc2nc(SC(C(=O)c3ccccc3)c3ccccc3)nc(C)c2c1 (configuration not stated) | -0.1%
CCCNc1ncnc2c1cnn2-c1ccc(OC)cc1 | ?
COCCNC(=O)C(=O)Nc1ccc(Br)cc1 | 1.1%
Cc1nc(-c2ccccc2)ccc1C(=O)O | -10.9%
CC(C)c1ncc(S(=O)(=O)c2ccc(C(F)(F)F)cn2)c(N)n1 | -3.6%[57.5 µM]
O=C(NNC1CC(=O)N(c2ccccc2)C1=O)c1cccnc1 (configuration not stated) | ?
O=C(Cc1ccc2c(c1)OCCO2)N1CCN(S(=O)(=O)c2cccc(Cl)c2Cl)CC1 | 4.3%
COc1ccccc1NC(=O)O/N=C(\N)c1ccccc1 | 36.9%[57.5 µM]
Cc1ccc(CN2CCN(CC(=O)O)C2=O)cc1 | -0.5%
COc1ccc(CC(=O)NCc2nnc(SCC(=O)Nc3cccc(F)c3)n2C)cc1 | -11.8%
CCCCN(C(=O)c1ccc(S(=O)(=O)N(C)C)cc1)c1ccccc1 | 5.7%[57.5 µM]
Cc1ccc(NC(=O)CN2C(=O)S/C(=C/c3ccc(O)c([N+](=O)[O-])c3)C2=O)cc1C | -4.8%
COc1cccc(NC(=O)C2CC(=O)OC23CCOC(C)(C)C3)c1 (configuration not stated) | -2.5%[57.5 µM]

Other entries:
| SMILES | ERK EGF inh |
| --- | --- |
| CCOC(=O)C1CCN(C(=O)c2c(C)oc3c2C(=O)c2ccccc2C3=O)CC1 | 1.5% |
| CC1CCN(CCC(=O)NN)CC1 | 1.0% |
| S=c1[nH]nc(-c2ccncc2)n1/N=C/C(Cl)=C\c1ccccc1 | 2.9% |
| O=[N+]([O-])c1cc(S(=O)(=O)N2CCCC2)ccc1NCCCN1CCOCC1 | -1.3% |
| COC(=O)c1cc(O)cc(OC)c1Oc1cc(C)cc(O)c1C(=O)O | 1.4%[57.5 µM] |
| COc1cc(/C=C(/C#N)c2ccc(F)cc2)ccc1Oc1ccc([N+](=O)[O-])cn1 | 0.3% |
| Cc1ccc2nc(CSc3nnc4ccccn34)cc(=O)n2c1 | -4.2% |
| C=CCN(C(=O)c1cccc(C(F)(F)F)c1)C1(C(=O)Nc2ccccc2)CCN(C(C)C)CC1 | 0.1% |
| COC(=O)c1sc(-c2ccc(C(C)(C)C)cc2)cc1NC(=O)c1ccccc1C(=O)O | ? |
| CCC1CCCCN1C(=O)c1noc(C(C)C)c1[N+](=O)[O-] (configuration not stated) | 8.5% |
| NS(=O)(=O)c1ccc(NC(=O)COC(=O)Cc2ccc(Cl)cc2)cc1 | -2.1%[57.5 µM] |
| CC(C)NC(=S)N1CCN(S(C)(=O)=O)CC1 | 6.4% |
| Cc1ccc(S(=O)(=O)Nc2nc(C)c(C(=O)NNS(=O)(=O)c3ccccc3)s2)cc1 | -5.0%[57.5 µM] |
| COCCCNC(=S)NC(=O)c1ccccc1 | -10.3% |
| COc1ccc(CCNc2c([N+](=O)[O-])ncn2C)cc1OC | -0.6%[57.5 µM] |
| COc1cccc(NC(=O)C/C(C)=N/NC(=O)c2ccccc2Cl)c1 | -6.1%[57.5 µM] |
| CC(=O)N1CCC(N(CCN2CCOCC2)C(=S)Nc2ccc(C)cc2C)CC1 | 20.1% |
| Cc1cc(NNC(=O)Nc2cccc(Cl)c2)nc2c1c(C)nn2C | -2.2%[57.5 µM] |
| CCOC(=O)CSc1ncccn1 | 3.4% |
| O=C(c1ccncc1)N1CCC2(CC1)CCN(C(c1ccccc1)c1ccccc1)CC2 | 5.9% |
| COc1ccc(NC(=O)Cn2c3ccccc3c3nc4n(c(=O)c32)CCS4)cc1 | -1.5% |
| O=C(CN1CCN(Cc2ccccc2)CC1)N/N=C/C=C/c1ccco1 | 4.4% |
| CC1C2Cn3c(nc4ccccc43)C1N(C(C)C)O2 (configuration not stated) | -0.5%[57.5 µM] |
| CCNCc1ccc(OCc2cccs2)c(OCC)c1 | -12.0%[57.5 µM] |
| O=C(NC(=S)NNS(=O)(=O)c1ccc(Cl)cc1)c1cccnc1 | -4.9% |
| O=C(Oc1c(-c2ccccc2)c(=O)n2c3c(cccc13)CC2)c1ccc(Cl)cc1 | 21.4%[57.5 µM] |
| CCN1CCN(C(=S)Nc2ccsc2C(=O)OC)CC1 | 12.3% |
| CC(C)(C)C(C(=O)O)N1CCS(=O)(=O)CC1 (configuration not stated) | 4.7% |
| COc1ccc2c(c1)O[C@@H](c1cccc(C(F)(F)F)c1)[C@H](OC(=O)NCc1ccc3c(c1)OCO3)C2=O | 0.2% |
| COc1ccccc1NS(=O)(=O)c1cccc(NC(=O)Nc2ccc(Cl)cc2)c1 | 28.2µM* |
| O=S(=O)(Nc1ccc(Cc2ccncc2)cc1)c1ccc(Cl)s1 | -3.4% |
| CCOc1ccc2c(c1)c(N=Nc1cccc(C(=O)O)c1)c(O)n2C | 7.9% |
| Cc1nc(NC(=O)C2CCCC2)sc1Cc1ccc2c(c1)OCO2 | 5.9% |
| CC(=O)N1c2c(cc(Br)cc2S(=O)(=O)N2CCN(C(=O)c3ccco3)CC2)CC1C (configuration not stated) | 1.7% |
| CC1=CC(=O)C2=C(C)CC[C@@H]3[C@@H](OC(=O)[C@H]3C)[C@H]12 | 5.1%[25.7 µM] |
| COC(=O)c1cn(C(=O)c2ccc(C)cc2)c2ccccc12 | 28.1% |
| Cc1cccc2sc(NC(=O)C3CCCN(S(=O)(=O)c4cccc5nonc45)C3)nc12 (configuration not stated) | 1.7% |
| CN1C(C(=O)Nc2ccccn2)=C(O)c2ccccc2S1(=O)=O | ? |
| CCSc1oc(-c2ccco2)nc1S(=O)(=O)c1ccccc1 | 4.5% |
| Cc1cc(NC(=O)c2cccc(S(=O)(=O)N3c4ccccc4CC3C)c2)no1 (configuration not stated) | 8.1%[57.5 µM] |
| Cc1onc(-c2ccccc2Cl)c1C(=O)NNC(=O)C1CCN(Cc2ccccc2)CC1 | -5.5% |
| CCCCCCCCCCCCCCCCOCC(COP(=O)([O-])OCC[N+](C)(C)C)OC (configuration not stated) | ? |
| N#Cc1ccc(N2Cc3ccccc3C2=NC(=O)c2cccnc2Cl)cc1 | 5.1% |
| O=C1CCCC2=C1C(c1cccs1)n1nc(SCc3ccccc3F)nc1N2 (configuration not stated) | 0.6% |
| Cc1nc2ccc(NC(=O)c3ccco3)cc2s1 | -0.7% |
| O=C(NC(=S)Nn1cnnc1)c1ccccc1Cl | -8.3% |
| COC(C[C@@H](O)[C@@H](C)[C@H](O)COCc1ccccc1)OC | -7.6%[57.5 µM] |
| O=C(NCc1cccnc1)c1ccc(COc2ccccc2Cl)cc1 | -4.8% |

As a short view, some entries already given.
| SMILES | ERK EGF inh |
| --- | --- |
| Cc1cccc2sc(NC(=O)C3CCCN(S(=O)(=O)c4cccc5nonc45)C3)nc12 (configuration not stated) | 1.7% |
| CN1C(C(=O)Nc2ccccn2)=C(O)c2ccccc2S1(=O)=O | ? |
| CCSc1oc(-c2ccco2)nc1S(=O)(=O)c1ccccc1 | 4.5% |

The list goes on.
| SMILES | ERK EGF inh |
| --- | --- |
| C=CCc1cccc2cc(C(=O)Nc3ccc(NC(C)=O)cc3)c(=O)oc12 | -4.7% |
| O=C1Cc2cc(CCN3CCN(c4nsc5ccccc45)CC3)c(Cl)cc2N1 | -0.6%[57.5 µM] |
| CC1(C)C(=O)Nc2ccccc2N1C(=O)CSc1ncccn1 | 2.0% |
| Cc1ccc(C(=O)NC(C)C(c2cccs2)N2CCCC2)s1 (configuration not stated) | 0.6% |
| Cc1c(Cl)cccc1S(=O)(=O)N1CCC(C(=O)NNC(=O)C2CC2)CC1 | -2.8% |
| CN(CCCCN1CCOCC1)Cc1nc(-c2ccc3c(c2)OCO3)no1 | -16.3% |
| Cc1[nH]n(C)c(=O)c1N=Nc1ccc(S(C)(=O)=O)cc1 | -9.5%[57.5 µM] |
| CC(=O)NCCc1nc2ccccc2[nH]1 | -2.8% |
| COC(=O)Cc1c(O)ccn(Cc2ccc(Cl)c(Cl)c2)c1=O | -9.4% |
| O=C(Cn1cnc2c(nnn2Cc2ccccc2F)c1=O)N1CCN(c2ccccc2)CC1 | -7.3% |
| C=CCN1C(=O)C2C3CC(=O)C(c4ccccc43)C2C1=O (configuration not stated) | 16.9% |
| COc1cccc(C(=O)NC(c2ccccc2)C2CCCC2)c1 (configuration not stated) | ? |
| COc1ccc(Nc2nc(C(=O)N3CCc4cc(OC)c(OC)cc4C3)cs2)cc1 | ? |
| O=C(OCC(=O)N1CCN(c2ccccc2)CC1)c1cnc(Cl)c(Cl)c1 | 6.0% |
| CC1CCc2cc(F)ccc2N1C(=O)c1cccs1 (configuration not stated) | 0.4% |
| CSc1ccccc1C(=O)Nc1c(C)cccc1C | -2.9%[57.5 µM] |

The list is partial, so the mix of outcomes need not match the whole.
